Bioassay records as filed in PubChem.
Scp1 inh = Scp-1 phosphatase inhibitors, primary screen, biochemical, colorimetric, uHTS | inhibition, % at 20 µM | Carboxy-terminal domain RNA polymerase II polypeptide A small phosphatase 1 (Homo … | Recombinant Scp1, phosphopeptide, malachite green phosphate absorbance | actives 0.88% (n = 340,000);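 active = inhibition above about 50% at 20 µM, limit read from the data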;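 note: plate controls were DMSO wells with enzyme for no effect and wells lacking enzyme for full effect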
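Test system: SCP-1 phosphatase catalytic domain, residues 76-261 | Compound dosing: One concentration, 20 µM, with 1.0% DMSO | Schedule: 45 min room-temperature reaction, 5 min colour, 30 min stabiliser | Detection: Absorbance at 630 nm | Read-out basis: % inhibition of SCP-1 phosphate liberation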
SUMO1 PPI mod = modulators of SUMO1 protein-protein interactions, primary screen, biochemical, uHTS; SUMO1 binding to a labelled peptide, TR-FRET, 1 h; inhibition, % at 20 µM; actives 0.33% (n = 360,000); in the data active = inhibition above about 37%
NadD block = inhibitors of S. aureus NadD, primary screen, biochemical, colorimetric, uHTS | purified NadD enzyme, colorimetric absorbance read-out | actives 0.78% (n = 360,000) | inhibition, % at 20 µM; in the data active = inhibition above about 26%; note: some compounds past the cut are filed as inactive
DNMT1 block = human DNMT1 methyltransferase inhibitors, primary screen, biochemical, molecular beacon, fluorescence, HinP1I cleavage, uHTS | DNA (cytosine-5)-methyltransferase 1 (Homo sapiens), P26358 | inhibition (reported as % activation of signal), % at 10 µM | actives 0.83% (n = 360,000); in the data active = inhibition above about 50%
Rin1 Abl inh = inhibitors of Rin1-Abl protein binding, primary screen, biochemical, TR-FRET. Tyrosine-protein kinase ABL1 (Homo sapiens) + Ras and Rab interactor 1 (Homo sapiens), …. inhibition, % at 7.35 µM. actives 0.4% (n = 360,000). AID 588664, 2011; in the data active = inhibition above about 5%, passing the limit was not always enough
CSN inh = inhibitors of CSN-mediated cullin deneddylation, primary screen, biochemical, fluorescence polarization, uHTS. Purified CSN, SCF-Nedd8-OG deneddylation. inhibition, % at 12.5 µM. actives 0.38% (n = 360,000);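 active = pattern-corrected inhibition above about 35%, with an unprinted fluorescence ratio check between 0.5 and 1.5, limit read from the data, passing the limit was not always enough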;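 note: 0% = enzyme with substrate and 100% = substrate without enzyme; some results filed as inactive read as strong as hits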
Target sequence (Q92905 whole entry, looked up, one chain of several): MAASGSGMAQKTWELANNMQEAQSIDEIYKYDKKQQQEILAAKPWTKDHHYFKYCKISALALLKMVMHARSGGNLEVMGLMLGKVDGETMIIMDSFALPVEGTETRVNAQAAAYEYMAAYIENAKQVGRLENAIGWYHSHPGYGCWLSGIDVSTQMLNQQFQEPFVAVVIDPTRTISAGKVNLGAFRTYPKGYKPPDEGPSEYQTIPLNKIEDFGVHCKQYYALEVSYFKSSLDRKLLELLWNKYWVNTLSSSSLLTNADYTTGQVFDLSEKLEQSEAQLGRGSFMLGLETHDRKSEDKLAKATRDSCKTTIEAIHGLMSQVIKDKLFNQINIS
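Assay system: purified human Csn5 enzyme expressed in HEK293T cells; measure: % inhibition; also added: SCFSkp2-Nedd8OG substrate at 10 nM final; technique: fluorescence polarization; times: reaction 90 min, room temperature; medium: Tris buffer pH 7.5, NaCl, DTT, Tween-20, trehalose, ovalbumin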
Neddyl block = inhibitors of cullin neddylation, primary screen, biochemical, TR-FRET, uHTS, NAE and Ubc12 | NEDD8-conjugating enzyme Ubc12 (Homo sapiens) + NEDD8-activating enzyme E1 regulatory … | calls only at 25 µM | actives 0.58% (n = 360,000) | AID 651699, 2012; in the data active = inhibition above about 36%
STEP block = STEP phosphatase inhibitors, primary screen, biochemical, fluorescence intensity, uHTS; AID 588621, 2011; actives 0.25% (n = 360,000); recombinant STEP, OMFP fluorogenic substrate; inhibition, % at 20 µM; Tyrosine-protein phosphatase non-receptor type 5 (Homo sapiens), P54829;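 active = inhibition at 20 µM, scaled per plate between control wells, above about 37%, limit read from the data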;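 note: 0% = DMSO with enzyme and substrate and 100% = substrate only without enzyme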
Target sequence (P54829 whole entry, looked up): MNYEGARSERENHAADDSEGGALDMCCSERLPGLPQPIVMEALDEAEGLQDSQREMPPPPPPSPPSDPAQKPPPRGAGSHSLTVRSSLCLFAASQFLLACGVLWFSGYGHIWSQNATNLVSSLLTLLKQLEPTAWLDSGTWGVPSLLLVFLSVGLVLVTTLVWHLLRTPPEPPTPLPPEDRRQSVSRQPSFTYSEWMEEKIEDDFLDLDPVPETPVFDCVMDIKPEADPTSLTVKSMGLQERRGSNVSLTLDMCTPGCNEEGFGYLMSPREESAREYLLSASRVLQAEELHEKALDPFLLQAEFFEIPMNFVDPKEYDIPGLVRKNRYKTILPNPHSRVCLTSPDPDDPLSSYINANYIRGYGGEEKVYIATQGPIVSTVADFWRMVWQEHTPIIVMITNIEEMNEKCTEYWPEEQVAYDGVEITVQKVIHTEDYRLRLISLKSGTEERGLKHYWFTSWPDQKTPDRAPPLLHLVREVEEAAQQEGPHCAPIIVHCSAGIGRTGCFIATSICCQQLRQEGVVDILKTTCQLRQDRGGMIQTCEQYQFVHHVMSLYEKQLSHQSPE
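System: STEP (striatal-enriched tyrosine phosphatase) enzyme, cell-free; medium: Bis-Tris pH 6.0 buffer with DTT, detergent; dosing: 20 µM, 1% DMSO; times: reaction 20 min, ambient temperature; detection: fluorescence, 480/540 nm; read-out basis: normalized % inhibition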
Rpn11 block = Rpn11 (PSMD14) deubiquitinase inhibitors, primary screen, biochemical, fluorescence polarization, uHTS | human 26S proteasome, Ub4-pepOG fluorescence polarization; 20S core pre-blocked with epoxomicin | calls only at 20 µM | actives 0.59% (n = 360,000) | AID 588493, 2011;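 active = inhibition at 20 µM, scaled to each plate's controls, above about 33%, limit read from the data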
LMPTP inh = LMPTP phosphatase inhibitors, primary screen, biochemical, fluorescence intensity, uHTS. Low molecular weight phosphotyrosine protein phosphatase (Homo sapiens), P24666. recombinant LMPTP-A, OMFP fluorogenic substrate. inhibition, % at 20 µM. actives 0.22% (n = 360,000);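 active = compounds that cut the enzyme signal by at least half of the control window in the single-dose screen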;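 note: plate controls were DMSO wells with enzyme plus substrate for no effect and substrate without enzyme for full effect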
Target sequence (P24666 whole entry, looked up): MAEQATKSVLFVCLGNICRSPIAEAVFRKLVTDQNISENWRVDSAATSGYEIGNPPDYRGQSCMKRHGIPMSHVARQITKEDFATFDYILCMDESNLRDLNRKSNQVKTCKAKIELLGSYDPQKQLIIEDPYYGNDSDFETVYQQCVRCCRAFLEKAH
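Test system: LMPTP-A phosphatase enzyme; input: 0.625 nM LMPTP-A final; reagent: OMFP substrate, 400 µM final; compound dosing: 20 µM single dose, 3% DMSO; incubation: 50 min dark incubation at room temperature; measured by: endpoint fluorescence intensity from OMFP dephosphorylation; measure: % inhibition relative to no-enzyme and uninhibited control wells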
Active calls of the source: *; i = inactive; · = no result given; + = active, no number.

SMILES	Scp1 inh	SUMO1 PPI mod	NadD block	DNMT1 block	Rin1 Abl inh	CSN inh	Neddyl block	STEP block	Rpn11 block	LMPTP inh
Cc1c(C(=O)N2CCN(C(=O)c3ccco3)CC2)sc2nc(-c3ccc(F)cc3)cn12	-7	5	-3	2	-4	-1	i	-1	i	-1.1
COc1cc(/C=N/OCC(=O)NC2CCCCC2)ccc1OCc1ccccc1	-5	-2	-9	-7	1	5	i	-1	i	1.1
CN(C)CCNC(=O)/C(=C/c1ccc(-c2ccc(Cl)cc2)o1)NC(=O)c1ccccc1	-2	-12	-12	2	-9	-10	i	4	i	-2.7
Cc1cc(C(=O)OCC(N)=O)c(C)n1-c1ccccc1	-1	-1	-5	-2	-3	-1	i	2	i	-0.7
OC(COc1ccc(F)cc1)CN1CCN(CC(O)COc2ccc(F)cc2)CC1 (stereo not drawn)	-12	-1	-8	0	1	5	i	1	i	-1.3
O=C(NC(=S)Nc1cccc(C(F)(F)F)c1)c1csnn1	-10	0	-4	-3	1	-2	i	-2	i	1.4
CC1=C(C#N)c2nc(N)c(C#N)c(C)c2/C1=C\c1ccc(-c2ccccc2C(=O)O)o1	63*	30	15	62*	1	23	i	19	i	24
O=C1NC(=S)S/C1=C\c1cc2ccccc2nc1N1CCCCC1	-4	5	19	-2	2	6	i	-1	+	3.6
COC(=O)c1ccc(N2NC(=O)/C(=C/c3cc(OC)c(O)c(OC)c3)C2=O)cc1	33	-23	-2	5	-1	21	i	24	+	36
CCOC(=O)c1ccc(NC(=S)NNC(=O)C2(C)CC2(Cl)Cl)cc1 (stereo not drawn)	6	10	10	-1	4	6	i	-3	i	-0.2
CSc1ccc(NC(N)=S)cc1	1	1	-1	1	4	-2	i	-5	i	0.0
COC(=O)c1ccc(Nc2nc(N3CCOCC3)nc(N3CCOCC3)n2)cc1	-6	2	-7	1	0	3	i	-1	i	-0.9
CC1=C(C(=O)OCc2ccccc2)C(c2cccs2)N2C(=O)CCSC2=N1 (stereo not drawn)	17	-12	-1	0	-1	-5	i	1	i	0.7
CCN(CC)c1ccc(CNc2nc3ccccc3n2C)cc1	-2	-1	-3	0	-1	2	i	0	i	0.7
CCCCCCN1CCN(C2CN(Cc3cn(CCCC(=O)OC)nn3)S(=O)(=O)C2)CC1 (stereo not drawn)	·	0	-2	·	·	-2	i	·	·	-0.7

Given as comma-separated lines: 6 of the compounds above.
canonical_smiles,Scp1 inh,SUMO1 PPI mod,NadD block,DNMT1 block,Rin1 Abl inh,CSN inh,Neddyl block,STEP block,Rpn11 block,LMPTP inh
Cc1cc(C(=O)OCC(N)=O)c(C)n1-c1ccccc1,-1,-1,-5,-2,-3,-1,i,2,i,-0.7
OC(COc1ccc(F)cc1)CN1CCN(CC(O)COc2ccc(F)cc2)CC1 (stereo not drawn),-12,-1,-8,0,1,5,i,1,i,-1.3
O=C(NC(=S)Nc1cccc(C(F)(F)F)c1)c1csnn1,-10,0,-4,-3,1,-2,i,-2,i,1.4
CC1=C(C#N)c2nc(N)c(C#N)c(C)c2/C1=C\c1ccc(-c2ccccc2C(=O)O)o1,63*,30,15,62*,1,23,i,19,i,24
O=C1NC(=S)S/C1=C\c1cc2ccccc2nc1N1CCCCC1,-4,5,19,-2,2,6,i,-1,+,3.6
COC(=O)c1ccc(N2NC(=O)/C(=C/c3cc(OC)c(O)c(OC)c3)C2=O)cc1,33,-23,-2,5,-1,21,i,24,+,36

Next section:
SMILES	Scp1 inh	SUMO1 PPI mod	NadD block	DNMT1 block	Rin1 Abl inh	CSN inh	Neddyl block	STEP block	Rpn11 block	LMPTP inh
CCCCC(=O)N(c1ccc(OCC)cc1)C1C=CS(=O)(=O)C1 (stereo not drawn)	-8	3	2	5	0	-1	i	4	i	-0.5
Cc1ccc(F)cc1NC(=O)C1CCCN(c2ncccn2)C1 (stereo not drawn)	-4	3	-2	4	-2	-3	i	1	i	-3.8
CC(=O)Nc1ccc(S(=O)(=O)Nc2ccc(=O)n(Cc3ccc(Cl)c(Cl)c3)c2)cc1	0	-1	2	-4	-2	-8	i	0	i	0.3
CCN(CC(=O)Nc1c(F)cccc1F)C(=O)C1CC(=O)N(c2ccc3c(c2)OCCO3)C1 (stereo not drawn)	-5	5	4	3	0	3	i	-1	i	-2.3
C=CCN1c2ccccc2[C@]23C[C@@H](C(=O)OC)N(C(=O)c4cccs4)C2=NC(C(=O)OC)=C(C(=O)OC)[C@H]13	9	-2	0	2	-3	0	i	1	i	-0.6
CC(C)(C)C1c2[nH]c3ccccc3c2CCN1Cc1cccc(OCCO)c1 (stereo not drawn)	-2	-4	-5	2	7	-1	+	-1	i	-0.5
CCCCn1c(SCC(=O)NCc2ccc3c(c2)OCO3)nnc1C(CC)N(C)C (stereo not drawn)	1	5	-4	-1	3	7	i	0	i	-1.3
O=C(COC(=O)c1ccc(Br)cc1)NCC1CCCO1 (stereo not drawn)	-7	2	-2	2	-5	1	i	1	i	-1.2
CCOP(=O)(O)c1cccc(OCCOCCOc2cccc(P(=O)(O)OCC)c2)c1	-6	1	-6	-1	2	-2	i	1	i	-0.7
NC(=O)c1nsc(C(=O)N(c2ccc3c(c2)OCO3)C(C(=O)NCC2CCCO2)c2ccc(F)cc2)c1N (stereo not drawn)	-4	-4	-2	-2	-2	2	i	0	i	0.4
CCNc1ccc(C(=O)OCC)cc1NC(=O)c1cccc(N(C)C)c1	10	-2	1	0	3	-1	i	0	i	-1.6
CCCCC(O)(CCCC)C(=O)NN(C(=O)OCC)c1ccccc1	-10	1	6	-2	1	-4	i	0	i	-1.8
COc1ccc(NC(=O)c2cc3c(CO)cnc(C)c3oc2=Nc2cc(OC)cc(OC)c2)cc1	-6	0	-3	-17	-4	-3	i	-2	i	-1.3
O=C(OCC(=O)N(C1CCCCC1)C1CCCCC1)c1ccc(O)cc1	-9	3	-8	2	0	6	i	1	i	1.3
Cc1ccc(-c2nc3ccc(C)cn3c2Cc2cccc(F)c2)cc1	·	7	9	·	·	-6	i	·	·	4.9
CC1CC(C)CN(C(=O)C2CCN(S(=O)(=O)c3ccc4c(c3)CC(C)N4C(=O)C3CC3)CC2)C1 (stereo not drawn)	-5	5	8	-3	3	-4	i	3	i	0.1
COc1cc(-c2coc3c(C(=O)NC4CCCCC4)cccc23)ccc1O	·	10	0	-18	-2	2	i	0	i	3.3
O=C1CSC(c2ccccc2)N1c1ccc(F)cc1F (stereo not drawn)	-19	-1	-1	1	0	-3	i	4	i	-1.0
Cc1nc2ccc(C(=O)N3CCN(c4ccccn4)CC3)cc2s1	-2	6	0	2	-2	2	i	-4	i	-0.3
O=S(=O)(NC1=NCCCCC1)c1ccc(F)cc1F	-10	1	-3	4	1	5	i	2	i	-0.3
COC(=O)c1c(NC(=O)C(=O)N2CCOCC2)sc2c1CCC2	-3	-11	2	-1	3	0	i	1	i	-1.0
Cc1ccc(C)c(Nc2ncnc3nc[nH]c23)c1	3	-5	3	1	0	4	i	1	i	0.8
COc1cc(C=O)ccc1OCCOCCOc1ccccc1Cl	-17	-1	-2	-12	3	2	i	-1	i	-0.9
Cc1cc(C)n2nc(-c3ccc(Br)cc3)cc2n1	4	-13	-3	-1	0	2	i	0	i	1.5
CCOC(=O)C1=C(C)OC(=Cc2ccc(OC)cc2)C1=O	·	21	0	-1	-2	-1	i	-1	i	0.6
Cc1onc(-c2ccccc2)c1-c1csc(N/N=C/c2ccccc2Cl)n1	-11	-3	15	-4	-3	0	i	-2	i	2.2
Cc1nc(NCCOc2ccccc2)sc1C(=O)Nc1ccccc1	1	2	6	-3	0	-1	i	1	i	-0.9
CCCCCn1c(N)c(-c2nc3ccccc3o2)c2c([N+](=O)[O-])nn(CC)c(=O)c21	102*	11	10	95*	-3	-10	i	38	i	56*
COc1ccc2c(-c3ccc(OCCN4CCOCC4)cc3)c(-c3ccccc3OC)sc2c1	12	-4	-7	-3	2	-5	i	-1	i	1.0
O=C(Nc1nc(OCC(F)(F)F)cnc1/C=C\c1ccccc1)c1ccccc1	·	-11	0	7	-3	1	·	0	i	1.7
O=C(N1CCCCCC1)N1CCN(S(=O)(=O)c2cccc([N+](=O)[O-])c2)CC1	2	-22	-4	-1	4	-3	i	-1	i	0.0
COc1ccc(/C=C(\NC(=O)c2cccs2)C(=O)Nc2ccc(C)cc2)cc1OC	-10	3	-2	4	-3	5	i	1	i	-0.7
COc1cc([N+](=O)[O-])c2ncsc2c1	-5	-11	1	1	-3	0	i	-1	i	-1.3
CCC(C)n1cnc2c(c1=O)c1nc3ccccc3nc1n2Cc1ccc(OC)cc1 (stereo not drawn)	-11	-20	6	-10	-3	3	i	4	i	2.7
COC(=O)c1cc2sccc2n1CC(=O)Nc1cccc(SC)c1	-6	-1	-8	-5	1	-5	i	-1	i	0.3
COC(=O)c1sccc1NC(=S)N1CCC(C)CC1	-3	3	-1	3	-3	1	i	-1	i	-0.3
CC(C)(C)c1ccc(NC(=O)c2c(F)cccc2Cl)cc1	-14	3	-1	2	0	5	i	0	i	1.4
Cc1ccc(OCCn2cc(/C(N)=N/O)c3ccccc32)cc1C	5	-1	-4	-16	1	-5	i	-2	i	0.4
O=C(c1cc(COc2cccc(C(F)(F)F)c2)on1)N1CCC(c2ccccc2)CC1	-7	4	5	-3	-4	1	i	3	i	6.7
O=C(CN1CCN(c2nc(-c3ccccc3)cs2)CC1)NNC(=O)c1ccc(Br)cc1	-3	-3	-6	-14	-4	0	i	2	i	-1.2
O=C(Nc1ccc2c(c1)OCCO2)C(c1ccnc2ccccc12)N1CCN(c2ccc(C(F)(F)F)cn2)CC1 (stereo not drawn)	·	4	28	-32	2	3	i	2	i	11
CN1CCN(c2ccccc2NC(=O)c2cccc([N+](=O)[O-])c2)CC1	-5	-18	-3	-3	-2	-4	i	-2	i	0.7
